Source: PubChem
APJ agonist: agonists of human APJ apelin receptor; P35414; CHO-K1 APJ PathHunter beta-arrestin, luminescence; 0% DMSO wells, 100% apelin; hit rate 0.11% among 330,000; activation, % at 20 µM;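 active means activation more than six SD over the plate average, tested at 20 µM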;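 further: 0% = DMSO alone and 100% = apelin-13 at 10 nM; some results filed as inactive read as strong as hits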
Target sequence (P35414 whole entry, looked up): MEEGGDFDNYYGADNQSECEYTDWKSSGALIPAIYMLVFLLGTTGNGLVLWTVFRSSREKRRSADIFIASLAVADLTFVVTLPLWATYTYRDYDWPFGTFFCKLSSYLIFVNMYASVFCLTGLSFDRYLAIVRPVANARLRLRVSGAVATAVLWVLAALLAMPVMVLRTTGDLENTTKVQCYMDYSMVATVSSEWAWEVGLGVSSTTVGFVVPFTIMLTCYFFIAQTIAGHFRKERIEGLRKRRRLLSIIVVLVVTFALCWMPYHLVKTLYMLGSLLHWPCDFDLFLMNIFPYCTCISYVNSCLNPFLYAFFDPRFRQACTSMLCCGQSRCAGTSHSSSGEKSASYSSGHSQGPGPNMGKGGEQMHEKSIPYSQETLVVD
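Assay system: CHO-K1 APJ beta-arrestin complementation cell line / Compound: single test compound dose, 20 µM final, 1% DMSO / Times: overnight seeding, 90 min compound at 25 °C, 1 h detection / Technique: beta-gal luminescence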
EBI2 block: EBI2 (human) antagonism. P32249. EBI2 beta-arrestin recruitment, luminescence, 7a,25-OHC stimulated. inhibition, % at 5 µM. hit rate 0.81% among 360,000; in the data active means inhibition above about 38%;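 further: enzyme fragment complementation signal reports receptor beta-arrestin coupling in cells; 0% = agonist plus DMSO wells and 100% = wells without agonist; some results beyond the cut were filed as inactive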
UPR XBP1 act: adaptive UPR (XBP1) activation. activation, % at 20 µM. CHO-XBP1 luciferase reporter, IRE1-XBP1 UPR activation, luminescence; percent of tunicamycin response, DMSO as zero. hit rate 0.33% among 330,000;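 active means versus positive control, 20 µM dose yields 30% or more activation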;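 further: 100% = tunicamycin at 10 µg/mL and 0% = DMSO only wells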
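Assay system: CHO-XBP1 luciferase reporter cells; Schedule: 6 h treatment, 37 °C; Detection: glow luminescence from Steady-Glo reagent; Benchmarks: high control tunicamycin 10 µg/mL final, low control DMSO vehicle only.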
tim23-1 inh: inhibits growth of tim23-1 mutant yeast | AID 463212 | hit rate 1.3% among 330,000 | S. cerevisiae tim23-1 growth, BacTiter-Glo luminescence, 24 h | inhibition, % at 20 µM;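 active means growth inhibition of the mutant yeast at or above 50%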;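 further: temperature-sensitive mutant grown at 25 °C; plate controls were DMSO-treated mutant yeast for no effect and medium wells lacking yeast for full effect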
CCR6 antagonist: CCR6 (human) receptor antagonism | CHO-K1 CCR6 PathHunter beta-arrestin, luminescence, CCL20-stimulated | inhibition, % at 20 µM | hit rate 0.49% among 340,000 | AID 493098;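 active means compounds whose inhibition of the agonist-driven luminescence signal at 20 µM reaches about 50%, limit read from the data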;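 further: cells stimulated with CCL20 at 14 nM final; plate controls were DMSO with CCL20 for no effect and DMSO without agonist for full effect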
Target sequence (P51684 whole entry, looked up): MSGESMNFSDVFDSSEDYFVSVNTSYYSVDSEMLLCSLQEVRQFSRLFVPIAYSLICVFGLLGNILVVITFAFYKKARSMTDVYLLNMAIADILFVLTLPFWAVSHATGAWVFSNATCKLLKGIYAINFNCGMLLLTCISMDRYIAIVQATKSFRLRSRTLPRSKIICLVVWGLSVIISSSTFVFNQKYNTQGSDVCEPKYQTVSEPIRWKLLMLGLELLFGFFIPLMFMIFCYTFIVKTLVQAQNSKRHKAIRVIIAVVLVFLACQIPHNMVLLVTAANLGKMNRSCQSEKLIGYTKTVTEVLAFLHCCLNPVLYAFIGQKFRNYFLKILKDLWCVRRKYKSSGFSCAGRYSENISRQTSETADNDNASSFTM
UPR CHOP act: apoptotic UPR (CHOP) activation | CHO-CHOP luciferase reporter, luminescence; percent of tunicamycin response over DMSO baseline | hit rate 0.34% among 330,000 | AID 449763 | activation, % at 10 µM;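 active means at 10 µM dose, activation of 40% or more, normalized to positive control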;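 further: 100% = tunicamycin at 10 µg/mL and 0% = DMSO alone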
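measured by = luciferase luminescence | assay system = CHO-CHOP cells, stable luciferase reporter of PERK-eIF2a-CHOP signalling | amount = 500 reporter cells seeded per well | timing = 6 h compound exposure at 37 °C after overnight seeding | controls = positive tunicamycin 10 µg/mL, negative DMSO alone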
CXCR6 block: CXCR6 (human) receptor inhibition; O00574; CHO-K1 PathHunter CXCR6 beta-arrestin, luminescence; inhibition, % at 20 µM; hit rate 0.36% among 360,000; in the data active means inhibition above about 34%, passing the limit was not always enough;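 further: antagonist mode with CXCL16 agonist at 10 nM final; 0% = 10 nM CXCL16 with DMSO and 100% = unstimulated wells without agonist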
APJ antag: antagonists of human APJ apelin receptor. P35414. CHO-K1 APJ beta-arrestin complementation, luminescence. inhibition, % at 20 µM. hit rate 0.32% among 330,000. AID 2521;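 active means inhibition above about 40% at 20 µM, limit read from the data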;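 further: cells challenged with 10 nM apelin-13 agonist together with compound; plate controls were apelin-13 plus DMSO wells for no effect and DMSO wells lacking apelin-13 for full effect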
Mdm2 MdmX PPI: human Mdm2/MdmX binding inhibition | inhibition, % at 8 µM | O15151+Q00987 | AID 485346 | SaOS-2 split-luciferase Mdm2/MdmX complementation, luminescence | hit rate 3% among 330,000;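 active means inhibition of at least 50% at 8 µM in the primary screen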
The depositor's hits bear a star; / = no result given.

entry	mol	Mdm2 MdmX PPI	CXCR6 block	EBI2 block	tim23-1 inh	UPR XBP1 act	APJ agonist	CCR6 antagonist	UPR CHOP act	APJ antag
1	CCOC(=O)c1sc(-n2[nH]c(C)cc2=O)nc1C	12	10	2	13	6	-3	34	-1.6	38
2	Cc1cc(C)n(C2CC(=O)N(c3ccc(C)c(Cl)c3)C2=O)n1 (stereo unspecified)	-1	2	-14	1	-3	-5	-3	-0.7	-9
3	CC(CCc1ccccc1)NC(=O)CCC1CCCC1 (stereo unspecified)	25	4	0	11	1	-2	5	3.2	16
4	Cc1cc(C(=O)NC2CC(C)(C)Cc3c2cnn3-c2cccc(F)c2)nn1C (stereo unspecified)	27	-3	-3	11	-5	-7	15	1.5	-32
5	CCOC(=O)c1[nH]nc2c1C(=O)N(CC)C2=O	-2	11	1	11	-2	-2	-3	1.2	15
6	O/N=C1\CCCc2oc3c(c21)CCCC3	-8	-11	-21	15	-2	0	6	-1.1	8
7	CNC(=S)N/N=C/c1cn(CCOc2cccc(OC)c2)c2ccccc12	32	0	18	32	11	0	5	3.1	4
8	Cc1ccc2c(c1)[C@H]1[C@H](CO2)[C@H](c2ccccc2)[C@]2(C)C(=O)Nc3ccccc3C(=O)N12	41	13	10	44	-1	-3	-8	1.3	9
9	O=C(CCc1nnc2ccc(N3CCCCC3)nn12)NCc1ccco1	5	-10	-5	-8	0	-1	12	1.3	-1
10	COCCn1c(SCC(=O)Nc2ccc(S(=O)(=O)N(C)C)cc2)nc2ccccc21	23	6	3	15	-5	0	17	1.3	-3
11	NC(=O)CSc1nnnn1-c1ccc2c(c1)OCCO2	-10	-6	9	4	-6	-2	-16	-0.1	1
12	CCOc1cc(C#N)c(NC(=O)CSc2nnnn2-c2ccc(OC)cc2)cc1OCC	-6	-1	3	6	0	-1	-5	0.7	-7
13	CC1CC(C)CN(C(=O)COC(=O)COc2ccccc2C#N)C1 (stereo unspecified)	15	0	0	-1	-1	-3	2	1.1	4
14	CCCC(=O)N1CCN(c2ccc(NC(=O)c3cc4ccccc4o3)cc2Cl)CC1	100*	-12	-73	19	-8	30*	6	-6.1	-6
15	CC1(C(=O)O)COC(c2ccc([N+](=O)[O-])cc2)OC1 (stereo unspecified)	-10	-2	0	-1	2	-4	0	-1.1	17
16	CCCS(=O)(=O)c1nc(S(=O)(=O)c2ccc(C)cc2)c(NCCCN2CCCC2=O)s1	-15	-6	4	15	-2	-2	3	-1.5	7
17	CCC1Oc2ccc(C)cc2N(CC(=O)N2CCCC2)C1=O (stereo unspecified)	2	5	-5	-22	1	-1	10	2.9	1
18	C/C(=N/NC(=O)c1ccc(C)nc1)c1ccc2c(c1)CCCC2	35	-9	-2	0	3	-2	10	-0.7	-4
19	Cc1c(Cl)cccc1NC(=O)N1CCCN(c2nc(-c3ccccc3)ns2)CC1	20	1	2	27	-1	-3	5	-0.8	8
20	CCOC(=O)C1=C(COC(=O)CNC(=O)c2ccc(C)cc2)NC(=O)NC1C (stereo unspecified)	-7	-6	-1	10	-4	-2	-1	-0.1	1
21	COC(=O)c1ccsc1NC(=O)c1cccc(OC)c1	14	-2	5	25	0	-1	-4	-0.3	-11
22	CC(C)(C)c1ccc(Cn2nnc3c(=O)[nH]c(C4CCN(C(=O)Cc5cccs5)CC4)nc32)cc1	33	0	13	19	4	0	-4	-0.6	11
23	Cc1ccc(/C=N\NC(=O)c2ccc(Cn3cc(Br)c([N+](=O)[O-])n3)o2)o1	9	8	14	-15	-2	0	7	-0.6	6
24	CCOc1ccc(C(=O)Nc2nnc(C(C)C)s2)cc1OCC	-43	-5	-1	9	0	2	-1	1.9	1
25	CC(=O)NNS(=O)(=O)c1scc(S(=O)(=O)c2ccc(Cl)cc2)c1C	-26	-1	-1	18	0	-1	-2	0.1	8
26	Cc1cc(N2CCOCC2)c2c(N)c(Br)cc(C)c2n1	74*	3	13	11	1	4	-9	-0.9	2
27	COc1ccc(S(=O)(=O)N2CCC(C(=O)OCC(=O)c3ccccc3)CC2)cc1[N+](=O)[O-]	21	-1	-6	8	-3	0	5	-0.3	-5
28	CCCN1CCN(C(=O)CCS(=O)(=O)c2cc3c(cc2Cl)NC(=O)CO3)CC1	-9	-2	-1	-1	3	-3	3	-0.9	4
29	Cc1ccccc1-n1sc2cc(F)ccc2c1=O	7	9	7	41	-3	0	21	2.3	-42
30	COc1ccc(CNC(=O)C(c2ccco2)N(C(=O)CNS(=O)(=O)c2ccccc2)c2ccccc2C)cc1 (stereo unspecified)	21	6	6	4	-3	2	-7	0.8	-2
31	CCOc1ccc(CCNC(=O)COc2cccc(-n3cnnn3)c2)cc1OCC	21	-14	8	-8	-1	-6	8	-1.4	15
32	O=C(CCc1nnc(Cc2ccc(-c3ccccc3)cc2)o1)NCC1CC1	19	1	3	23	0	-1	4	-0.2	-14
33	O=[N+]([O-])C(=C1NCCN1)C(Cl)=C(Cl)Cl	13	8	-11	3	2	-2	21	-1.0	4
34	Cc1c(C(c2ccc(N(C)C)cc2)c2c(C)n(C)n(-c3ccccc3)c2=O)c(=O)n(-c2ccccc2)n1C	-12	20	-6	20	-4	-2	13	-1.5	15
35	CCc1noc(C)c1C(=O)NCCN1C(=O)S/C(=C\c2ccc(OC)cc2)C1=O	-23	-5	17	-45	2	12	9	6.5	11
36	Cc1cc(NC(=O)CN2CCCCC2C)nc2c1c(=O)oc1ccccc12 (stereo unspecified)	11	/	/	15	2	2	/	-0.1	-30

In a second layout: entries from further up.
[33] O=[N+]([O-])C(=C1NCCN1)C(Cl)=C(Cl)Cl
  Mdm2 MdmX PPI: 13
  CXCR6 block: 8
  EBI2 block: -11
  tim23-1 inh: 3
  UPR XBP1 act: 2
  APJ agonist: -2
  CCR6 antagonist: 21
  UPR CHOP act: -1.0
  APJ antag: 4

[34] Cc1c(C(c2ccc(N(C)C)cc2)c2c(C)n(C)n(-c3ccccc3)c2=O)c(=O)n(-c2ccccc2)n1C
  Mdm2 MdmX PPI: -12
  CXCR6 block: 20
  EBI2 block: -6
  tim23-1 inh: 20
  UPR XBP1 act: -4
  APJ agonist: -2
  CCR6 antagonist: 13
  UPR CHOP act: -1.5
  APJ antag: 15

Carrying on.
entry	mol	Mdm2 MdmX PPI	CXCR6 block	EBI2 block	tim23-1 inh	UPR XBP1 act	APJ agonist	CCR6 antagonist	UPR CHOP act	APJ antag
37	NNC(=O)/C(=N/Nc1ccccc1)S(=O)(=O)c1ccc(Cl)cc1	43	-1	7	69*	-3	1	3	0.2	-14
38	CCOC(=O)C1CCN(C2=C(NS(=O)(=O)c3ccc(Cl)cc3)C(=O)c3ccccc3C2=O)CC1	8	-10	-1	37	-1	4	4	5.3	-59
39	COc1ccc(/C=C2\SC(=O)N(CCNC(=O)Cn3[nH]c(=O)c4ccccc4c3=O)C2=O)cc1	8	-2	-2	14	-3	0	-1	0.5	14
40	C=CCN=C1SCC(=O)N1S(=O)(=O)c1ccccc1	26	-9	0	13	0	-3	-7	-1.2	-11
41	NC(=O)C1CCN(C(=S)c2ccc(-c3ccc(Br)cc3)o2)CC1	-74	-2	18	12	1	6	16	6.6	-15
42	Cc1c(NS(=O)(=O)N2CCCCC2)c(=O)n(-c2ccccc2)n1C	12	-5	1	0	-2	-5	-8	-1.5	-7
43	CCOC(=O)c1ccc(NC(=O)C2=C(C)Nc3nc(CCCO)nn3C2c2cccc(C)c2)cc1 (stereo unspecified)	22	6	0	-2	-1	-4	14	-1.4	-8
44	CC(C)Oc1ccc(C(=O)OC(C)C(=O)NC2CCCCC2C)cc1 (stereo unspecified)	-8	6	1	26	-3	-2	2	-0.9	-23
45	CCN(CC)C(=O)C(=O)Nc1ccc(Oc2ccccc2)cc1	10	3	12	14	-1	3	-9	1.3	-9
46	Cn1ncc(Cl)c1C(=O)NCc1ccco1	15	-3	-4	8	-1	-1	6	-1.6	6
47	O=C1NC(c2ccccc2Cl)Nc2ccccc21 (stereo unspecified)	20	0	-2	8	1	0	-1	-0.9	-18
48	COc1ccc(N=C2SCC(c3ccccc3)=NN2C)cc1	-53	-16	23	1	3	-4	11	5.7	-22
49	CC1(C)CC(=O)C(C(C2=C(O)CC(C)(C)CC2=O)c2ccc([N+](=O)[O-])cc2)C(=O)C1 (stereo unspecified)	15	1	-4	19	1	1	12	2.8	-2
50	O=C(CN1CCCCCCC1)Nc1cccc(Cl)c1Cl	24	-2	16	22	2	-4	26	-3.6	-14
51	O=C(CSc1nnnn1C1CCCCC1)N1CCc2ccccc21	25	3	15	-6	3	-5	5	2.1	5
52	COC(=O)C(C)(C(=O)OC)c1ccccc1[N+](=O)[O-]	17	-15	-1	7	-2	8	-1	-1.0	7
53	O=C(Nc1ccc(Cl)cc1)N1CCC(CO)(Cc2ccccc2)CC1	3	-1	6	4	-3	-3	0	0.8	4
54	O=C(NCC(c1cccnc1)N1CCN(c2ccc(F)cc2)CC1)c1cccc(Cl)c1 (stereo unspecified)	15	2	-1	-143	-3	-1	-12	-0.4	10
55	COc1cc(CN2CCCCC2C(=O)Nc2ccc(Oc3ccccc3)nc2)ccc1O (stereo unspecified)	-36	-4	87*	12	-1	2	18	-1.8	-23
56	O=C(/C=C/c1ccc2c(c1)OCO2)Nc1ccc(Cl)cn1	-101	6	20	9	-2	-5	12	4.1	7
57	CCOc1ccc(OCc2cccc(C(=O)O)c2)cc1	61*	6	-3	9	-6	-4	-27	-9.5	8
58	C/C(=N/NC(=O)CNC(=O)c1cccnc1)c1ccco1	5	-9	3	-3	2	2	9	0.5	-2
59	CC1CN(c2ccccc2)NC1=O (stereo unspecified)	7	9	3	9	-2	-3	17	0.0	-44

Entries listed so far shown as hits in EBI2 block:
#	smiles	Mdm2 MdmX PPI	CXCR6 block	EBI2 block	UPR XBP1 act	CCR6 antagonist	APJ antag
55	COc1cc(CN2CCCCC2C(=O)Nc2ccc(Oc3ccccc3)nc2)ccc1O (stereo unspecified)	-36	-4	87*	-1	18	-23

Some of the compounds tested; count on the stated rates, not on these rows.
